Source: PubChem (several laboratories)
PriA SSB inh: inhibitors of Klebsiella pneumoniae PriA binding to SSB C-terminal tail, primary screen, biochemical, AlphaScreen; PriA–SSB C-terminal tail interaction (Klebsiella pneumoniae); AlphaScreen SSBct-PriA binding, biotinylated peptide; inhibition, % at 33 µM; 430,000 tested, 0.6% active; AID 1272365, 2023; in the data active = inhibition mostly above about 37%, no sharp cut-off; inactive = mostly below about 20%;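 note: plate controls were negative control peptide for no effect and reference peptide for full effect; strong numbers were not always called active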
BH1578 lux ind: inducers of Vibrio cholerae quorum light production without autoinducers, primary screen, BH1578 luxS cqsA deficient, single point; V. cholerae BH1578 lux reporter, luminescence, 6 h; 350,000 tested, 0.16% active; activation, % at 18.7 µM; AID 588436, 2011; in the data active = activation mostly above about 9.7%, no sharp cut-off; inconclusive = no clear call, values can overlap the other calls; inactive = mostly below about 3.7%; note: not every result past the cut was called active; inactives centre near 0; reference of the scale not given here
PfHsp40 rescue: rescue of yeast from PfHsp40 toxicity, primary screen, S. cerevisiae, ATP luminescence. AID 504582, 2011. growth rescue, % at 12.5 µM. 340,000 tested, 0.68% active. S. cerevisiae expressing PfHsp40, growth rescue; in the data active = growth rescue above about 28%, passing the limit was not always enough; inconclusive = no clear call, values can overlap the other calls;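 note: yeast W303a lacking pdr1 and pdr3 grown in galactose medium; growth measured after three days at 30 °C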
CCHF vOTU inh: CCHFV vOTU protease inhibitors, primary screen, biochemical, Pep-AMC substrate, fluorescence. Crimean-Congo hemorrhagic fever virus L polyprotein viral ovarian tumor (vOTU) protease …. inhibition, % at 11.5 µM. 370,000 tested, 0.55% active. AID 651958, 2012; in the data active = inhibition above about 30%; note: 0% = vehicle wells with enzyme and 100% = no enzyme wells
3CLpro inhibitor: SARS-CoV 3CLpro protease inhibitors, primary screen, biochemical, quenched FRET. Replicase polyprotein 1ab (Severe acute respiratory syndrome coronavirus), P0C6X7. recombinant SARS-CoV 3CLpro, quenched FRET peptide cleavage. inhibition, % at 6 µM. 290,000 tested, 0.14% active; in the data active = inhibition above about 12%
TcdB GH inh: TcdB glycohydrolase inhibitors, primary screen, biochemical, single point, plate reader; Toxin B (Clostridioides difficile), P18177; TcdB glycohydrolase enzymatic assay; inhibition, % at 9.99 µM; 350,000 tested, 0.24% active; AID 652162, 2013; in the data active = inhibition above about 10%
VHR inh abs: VHR1 phosphatase inhibitors, primary screen, biochemical, absorbance, uHTS. 290,000 tested, 0.52% active. Dual specificity protein phosphatase 3 (Homo sapiens), P51452. AID 1654, 2009. inhibition, % at 13.3 µM. recombinant VHR phosphatase, pNPP absorbance; in the data active = inhibition above about 50%; note: some compounds called inactive have numbers as strong as hits
Target sequence (P51452 whole entry, looked up): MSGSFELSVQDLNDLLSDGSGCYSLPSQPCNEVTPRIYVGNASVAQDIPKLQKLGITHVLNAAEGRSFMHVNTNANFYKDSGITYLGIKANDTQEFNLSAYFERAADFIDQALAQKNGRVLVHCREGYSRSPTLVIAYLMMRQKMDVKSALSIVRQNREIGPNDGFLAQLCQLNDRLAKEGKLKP
BoNT A protease: BoNT/A light chain protease inhibitors, primary screen, biochemical, flow cytometry, MLPCN library | Botulinum neurotoxin type A light chain protease (Clostridium botulinum A str. ATCC 3502) | multiplex microsphere protease substrate cleavage | inhibition, % at 10 µM | 360,000 tested, 0.17% active | AID 588499, 2011; note: plate controls were buffer without enzyme for full effect and enzyme alone for no effect
Anthrax LF prot: Bacillus anthracis LF protease inhibitors, primary screen, biochemical, multiplex microsphere, MLPCN library. Lethal factor (Bacillus anthracis), P15917. 360,000 tested, 0.12% active. multiplex microsphere protease cleavage assay. inhibition, % at 10 µM; note: plate controls were buffer without enzyme for full effect and enzyme alone for no effect
Target sequence (P15917 whole entry, looked up): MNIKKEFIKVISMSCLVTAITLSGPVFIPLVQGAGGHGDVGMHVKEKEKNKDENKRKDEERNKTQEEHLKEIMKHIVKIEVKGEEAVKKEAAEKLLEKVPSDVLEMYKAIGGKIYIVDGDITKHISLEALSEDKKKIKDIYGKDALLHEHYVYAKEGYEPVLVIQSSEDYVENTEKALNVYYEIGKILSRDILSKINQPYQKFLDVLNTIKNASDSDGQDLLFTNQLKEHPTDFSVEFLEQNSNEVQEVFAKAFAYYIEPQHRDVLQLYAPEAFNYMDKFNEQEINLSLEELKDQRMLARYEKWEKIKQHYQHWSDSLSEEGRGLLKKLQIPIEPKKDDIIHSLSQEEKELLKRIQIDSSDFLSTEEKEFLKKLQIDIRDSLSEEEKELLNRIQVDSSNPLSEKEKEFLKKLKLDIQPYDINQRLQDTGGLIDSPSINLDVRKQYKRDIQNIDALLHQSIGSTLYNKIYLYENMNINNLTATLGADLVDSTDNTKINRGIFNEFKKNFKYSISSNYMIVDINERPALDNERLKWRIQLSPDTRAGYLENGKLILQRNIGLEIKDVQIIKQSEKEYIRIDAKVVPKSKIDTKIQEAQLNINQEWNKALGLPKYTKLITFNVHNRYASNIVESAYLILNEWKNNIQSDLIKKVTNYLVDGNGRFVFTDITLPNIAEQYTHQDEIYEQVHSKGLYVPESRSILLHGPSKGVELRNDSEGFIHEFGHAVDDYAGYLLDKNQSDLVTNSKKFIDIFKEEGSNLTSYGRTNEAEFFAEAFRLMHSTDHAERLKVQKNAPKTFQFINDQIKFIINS
Yp Topo-I inh: Yersinia pestis topoisomerase I inhibitors, primary screen, biochemical, cleavage product accumulation, plate reader, single point; Y. pestis Topo-I cleavage product accumulation; activity, % at 10 µM; 360,000 tested, 0.064% active; in the data active = activity above about 50%, passing the limit was not always enough; inconclusive = no clear call, values can overlap the other calls; note: inactives centre near 2
An asterisk follows results filed as active; i = inactive; u = inconclusive; x = not tested or not shown; & = joins results of further samples. Cut-off read from the data, not from the text of the source, unless noted: active = inhibition above about 30%; inconclusive = no clear call, values can overlap the other calls; inactive = below that. An excerpt; rates above refer to the full screens.

structure	PriA SSB inh	BH1578 lux ind	PfHsp40 rescue	CCHF vOTU inh	3CLpro inhibitor	TcdB GH inh	VHR inh abs	BoNT A protease	Anthrax LF prot	Yp Topo-I inh
COc1cc(NS(=O)(=O)c2ccc(NC(=S)NC(=O)c3ccccc3)cc2)nc(OC)n1	10	i	-0.1	14	4	0.3	-2	0.8	13	18
CC(C)OC(=O)CSc1nnc(-c2cccnc2)n1Cc1ccccc1	-14	i	-1.8	-2	-1	-0.6	10	3.4	-4	1
CS(=O)(=O)Nc1cccc(C2=NN(C(=O)c3cccc(F)c3)C(c3cccs3)C2)c1 (stereo unspecified)	-3	-0.4	1.8	-6	3	-3.6	14	1.1	11	3
CCOC(=O)/C(C#N)=C\c1ccc(N2CCN(C/C=C/c3ccccc3)CC2)cc1	-45	-1.0	0.6	14	-3	-0.8	4	27	14	-7
COc1ccccc1-c1cc(NC(C)=O)c2ncc(-c3ccc(S(C)(=O)=O)cc3)n2c1	x	i	x	-34	x	-0.7	x	-1.9	-14	22
O=C(COC(=O)c1ccc(F)c(S(=O)(=O)N2CCOCC2)c1)NC1CC1	-1	1.6	1.2	-6	x	2.6	x	-1.1	-4	-2
COc1ccc(C2CC(c3ccc4ccccc4c3)=NN2C(=O)CSc2ncccn2)cc1 (stereo unspecified)	-3	-1.6	1.2	-2	-3	x	-21	0.0	1	26
Cc1cc(OCC(=O)N2CCC(C(=O)O)(c3ccccc3)CC2)c2c(C)c(C)c(=O)oc2c1	-4	0.4	0.3	-20	4	1.1	25	0.1	2	6
CCN1C(=O)c2ccc(C(=O)NCc3ccc4c(c3)OCO4)cc2C1=O	-12	i	-0.2	-10	-2	x	40	0.2	-2	8
CCOC(=O)Cn1c(-c2cccnc2Cl)nc2cc(C)c(C)cc21	-2	-0.2	7.5	-15	3	x	10	0.1	1	9
Cc1cc(C)n2nc(C(=O)OCC(=O)N(C)C3CCS(=O)(=O)C3)nc2n1 (stereo unspecified)	5	0.3	-0.6	7	x	0.4	x	x	x	-5
Cn1c(Br)nc2c1c(=O)n(Cc1ccccc1)c(=O)n2C	-13	i	0.0	2	0	0.1	8	-1.4	2	-2
CCOc1ccc(-c2cnc(N)n2C)cc1	2	-0.9	-0.1	-14	1	-0.2	30	-1.2	-5	3
CSc1ccc(Cl)c(C(=O)NCC(C)C)c1	-4	i	0.2	-4	-3	x	11	-0.4	-1	1
CCOc1ccc(C2/C(=C(\O)c3ccc4c(c3)OCCO4)C(=O)C(=O)N2CCN2CCOCC2)cc1OCC (stereo unspecified)	x	0.5	0.0	14	-1	0.1	-3	0.4	0	-8
CC(C)(C)NC(=O)NC(=O)CN1CCCCC1	-9	i	0.0	1	-2	0.8	18	-0.9	-4	8
Nc1ccc(C(=O)c2ccc3c(c2)OCCO3)cc1N	19&-6	-1.0	-0.1	x	-1	14*	x	0.1	0	-4
COc1ccc(C2(O)CCN(C(=O)c3ccc4c(c3)OCO4)CC2)cc1	-4	-5.9	-0.6	6	-4	x	-1	1.1	-1	6
COc1ccc(/C(C)=N/NC(=S)NCc2ccco2)cc1	x	i	1.1	11	3	1.0	-5	-0.7	-2	7
CC(C)COc1ccc2[nH]c3c(c2c1)CCCC3=O	-2	-4.2	1.6	2	1	x	23	0.4	-2	6
CCCn1c(CN2CCN(C(=O)OCC)CC2)nc2cc(NC(=O)CC)ccc21	-5	-0.6	-1.6	-4	-3	2.2	-2	0.7	-1	3
O=C(COc1ccccc1)N1CCN(C2CCCC2)CC1	-7	x	-0.3	-12	-8	x	3	0.1	0	-4
CCc1ccc(NC(=O)CCc2nc3sc4c(c3c(=O)[nH]2)CCCC4)cc1	1	i	-0.7	-1	x	1.0	x	-1.5	0	12
Cc1ccccc1C(=O)N(C)[C@H]1C[C@H]2c3[nH]c4ccccc4c3CCN2C(=O)[C@H]1[C@H](C)O	x	2.0	x	-28	x	3.0	x	0.6	-4	27
COc1ccc(CCN(C)C(=O)c2cccc(S(=O)(=O)N3CCN(c4ccc(F)cc4)CC3)c2)cc1OC	4	i	1.1	10	x	0.0	x	0.2	6	27
CCOC(=O)c1ccc(N2C(=O)c3n[nH]c(C)c3C2c2ccc(OC)c(OC)c2)cc1 (stereo unspecified)	8	-3.1	2.1	6	0	x	20	u	1	13
O=C(c1ccccc1)c1cn(CC(=O)N2CCCC2)c2ccccc12	-7	-0.2	-1.3	5	2	1.5	21	0.9	9	-11
COc1cc(OC)cc(C(=O)N[C@H](C(=O)OCC(=O)Nc2ccc(OC)c(OC)c2)C(C)C)c1	-6	i	-1.7	16	-1	1.7	17	-0.4	0	16
Cc1ccc(C(=O)NNC(=O)C2CCN(c3nccc(C)n3)CC2)cc1	7	-0.5	-0.1	-10	5	x	14	-1.0	-1	-4
O=C(Nc1nnc2n1CCS2)c1ccco1	2	-0.9	-0.2	13	2	-1.3	9	-0.2	1	2
COc1ccc(-c2nnc(SCC(=O)N/N=C/c3ccccc3C(=O)O)n2-c2ccc(Cl)cc2)cc1	i	0.7	0.6	-4	7	-3.0	9	-0.8	1	4
O=C(c1cc(-c2cccs2)nn1-c1ccccc1)N1CCN(S(=O)(=O)c2ccccc2)CC1	1	14	0.2	-6	x	2.0	x	-2.3	1	-5
Cc1noc(C)c1NC(=O)N(C)C[C@H]1Oc2ccc(NC(=O)Cc3ccccc3)cc2C(=O)N([C@H](C)CO)C[C@@H]1C	-5	1.2	1.5	3	x	-0.9&0.8	x	-0.1	-3	1
Cc1ccc2c(c1)C(c1ccccc1)N(C(=O)c1ccccc1[N+](=O)[O-])CC(=O)N2 (stereo unspecified)	6	0.8	0.6	4	3	1.5	24	-1.5	0	1
COc1ccc(S(=O)(=O)NCc2ccccc2)cc1	-8	2.0	0.3	3	-1	x	-28	-5.1	-2	8
Cc1nnsc1C(=O)N/N=C/c1cccc(C(F)(F)F)c1	x	2.8	2.1	2	-3	0.9	1	0.0	-2	0
CC(=O)CCc1c(C)nc2ccc(C(=O)O)cc2c1Cl	-3	-0.3	-1.8	0	3	1.7	13	3.9	3	7
COc1cccc(C(C(=O)NC2CCCC2)N(CC2CCCO2)C(=O)Cc2cccs2)c1 (stereo unspecified)	-2	-0.5	-0.2	13	-1	1.0	9	-1.2	-1	7
COc1ccc(C(=O)Nc2cccc(NC(=O)c3ccc(OC)c(OC)c3)n2)cc1OC	2	i	0.5	-3	2	0.9	2	2.1	2	11
COc1ccc(C(=O)NCC(O)CN2CCOCC2)cc1[N+](=O)[O-] (stereo unspecified)	-11	-0.3	0.2	-10	-2	0.9	13	x	x	0
Cc1ccc(C2CC(c3ccc(C)cc3)n3nc(N)nc3N2)cc1 (stereo unspecified)	-7	i	0.6	-7	2	0.8	19	0.0	-1	3
O=C1CC(C(=O)O)c2ccccc2N1 (stereo unspecified)	-7	-2.0	-0.8	1	-6	x	12	18	2	3
O=C(Cc1ccc(Cl)cc1)Nc1ccc(SC(F)F)cc1	-21	i	u	4	5	x	-4	-0.2	-1	-4
Cc1ccc2oc(-c3ccc(NC(=O)c4ccncc4)cc3O)nc2c1	-13	-0.6	-1.7	-10	4	-1.1	6	-1.7	-4	8
CCC12CN3CC(CC)(CN(C1)C3c1ccc(OC(C)C)cc1)C2=O (stereo unspecified)	-2	-0.6	1.7	3	1	x	9	-0.2	-3	-2
C[C@@H]1CN([C@H](C)CO)C(=O)CCCn2nncc2CO[C@@H]1CN(C)S(=O)(=O)c1ccc2ccccc2c1	x	-0.2	x	4	x	1.6&0.0&-3.8	x	0.2	1	16
CC(=O)c1ccc(N2CCN(C(=S)Nc3ccccc3)CC2)cc1	-13	i	1.6	11	3	x	-5	-0.7	0	7
O=C(N/N=C\c1ccccc1)c1ccccc1-n1cccc1	x	-0.1	-0.2	-8	3	1.5	17	-1.2	3	4
COc1cc(C2N(c3ccc(Cl)cc3)C(=O)C3CCCN32)cc(OC)c1OC (stereo unspecified)	-7	-0.2	-0.8	6	-4	0.1	-10	0.8	-1	-9
O=C(C1CCCO1)N1CCN(c2c3c(nc4cc(-c5ccc(F)cc5)nn24)CCC3)CC1 (stereo unspecified)	-3	i	0.0	-6	1	2.0	2	0.7	3	12

(listing goes on)
structure	PriA SSB inh	BH1578 lux ind	PfHsp40 rescue	CCHF vOTU inh	3CLpro inhibitor	TcdB GH inh	VHR inh abs	BoNT A protease	Anthrax LF prot	Yp Topo-I inh
COc1ccccc1N1CCN(C(=O)c2cc(C3CC3)on2)CC1	1	-0.2	-0.5	-3	-4	1.4	11	0.2	-4	5
Cc1ccccc1-c1nc(CN2CCC(C(=O)NCCCN3CCOCC3)CC2)c(C)o1	-8	i	-0.2	6	4	x	6	u	-3	-4
CCOC(=O)/C(=N\Nc1ccccc1Cl)N1CCN(C)CC1	x	-0.5	1.5	14	3	0.7	30	-0.2	1	2
Cc1cc(C(=O)OCC(=O)N2CC(=O)Nc3ccccc32)no1	-13	-1.0	-0.7	1	2	x	19	0.0	-2	-3
Cc1ccccc1C(=O)N1CCC(C(=O)Nc2ccccc2N2CCCC2)CC1	-7	-0.4	0.0	8	x	1.1	x	0.3	-2	18
O=c1[nH]c(CSc2nnc3ccccn23)nc2cc(C(F)(F)F)ccc12	x	x	x	9	1	0.3	17	x	x	x
COC(=O)c1ccccc1NC(=O)CSc1nncn1-c1ccccn1	-3	-0.2	-0.4	8	0	2.1	-16	0.0	-3	0
COc1ccc(NC(=O)CCc2nc(-c3ccc(C)cc3)no2)c(OC)c1	-5	i	-0.9	1	-1	x	15	0.3	0	11
NC(=O)C1CC(=O)N(c2ccc(OCC(=O)Nc3cccc(C(F)(F)F)c3)cc2)C1 (stereo unspecified)	-12	-5.0	-0.6	1	2	x	11	-0.4	-1	9
Cc1ccc(NC(=O)c2ccco2)c(NC(=O)c2ccc(Cl)cc2)c1	-3	-0.4	0.7	10	-2	0.8	6	1.8	-1	7
COc1ccccc1CNC(=O)c1nccnc1CO	-6	-7.7	-0.3	-9	2	-0.2	2	-1.5	13	1
CCc1ccc(CN(C)C(=O)c2cc(COc3cncc(Cl)c3)on2)cc1	x	-0.8	x	6	x	0.3	x	-0.1	-1	34
CCC1CCCCN1C(=O)CSc1nnc(CNC(=O)c2c(F)cccc2Cl)o1 (stereo unspecified)	-7	-0.3	1.3	13	0	0.4	-7	1.1	1	2
CCOc1ccc(NC(=O)c2cn(-c3ccc(OCC)cc3)c(=O)c3cc(OC)c(OC)cc23)cc1	1	i	-0.6	4	8	x	15	-0.1	10	5
C/C(CC(=O)NCCCN1CCOCC1)=N\NC(=O)COc1cccc2ccccc12	x	-0.6	-1.6	0	2	-0.1	-2	0.8	3	1
